TDP2 absorb – TDP2 (human) inhibition, absorbance primary screen; recombinant TDP2, T5PNP hydrolysis, p-nitrophenol absorbance 415 nm; AID 720702; hit rate 0.34% among 370,000; O95551; inhibition, % at 12.8 µM;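 active = inhibition above the mean of all tested compounds plus 3 SD, set per campaign, cut at about 25% in these data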;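 also: 0% = DMSO with enzyme and 100% = buffer with substrate but no TDP2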
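Evaluation: % inhibition relative to enzyme-containing and enzyme-free wells. Material: recombinant human TDP2. Benchmarks: enzyme-free and DMSO wells. Timing: enzyme reaction with compound for 2 h at 37 °C. Compound dosing: 12.8 µM only. Measured by: p-Nitrophenol epi absorbance. Reagent: T5PNP substrate at 5 mM, a TopII-DNA adduct mimic. Replication: single well per compound.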
proKLK7 act – proKLK7 (human) activation, primary screen. P49862. purified proKLK7, EDANS-DABCYL substrate fluorescence; 100% is mature enzyme control, 0% vehicle. activation, % at 7 µM. hit rate 0.9% among 370,000. AID 652039;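 active = activation above the mean of all tested compounds plus 3 SD, computed per campaign excluding outliers beyond control limits, cut at about 13% in these data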
Target sequence (P49862 whole entry, looked up): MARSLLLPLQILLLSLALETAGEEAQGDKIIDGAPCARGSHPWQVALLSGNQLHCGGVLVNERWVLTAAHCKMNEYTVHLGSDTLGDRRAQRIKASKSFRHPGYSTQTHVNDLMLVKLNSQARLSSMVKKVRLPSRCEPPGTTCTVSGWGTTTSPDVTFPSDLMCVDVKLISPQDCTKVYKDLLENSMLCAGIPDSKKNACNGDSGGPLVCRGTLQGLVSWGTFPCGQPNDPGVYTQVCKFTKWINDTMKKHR
TCR-CD3 inh – inhibitors of human TCR-CD3 interaction; hit rate 0.37% among 360,000; inhibition, % at 9.4 µM; TAMRA-labeled TCR probe fluorescence, biochemical; AID 651800; in the data active = inhibition above about 19%;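 also: recombinant mutant TCR 2C K166C tagged with TAMRA read by polarization; 0% = receptor in buffer alone and 100% = receptor with positive control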
DDE Tn7 FP inh – DD(E)-Tn7 binding inhibition, primary FP screen; P02675; FP displacement of FITC-Tn7 peptide from fibrin DD(E); 0% = median of compound wells per plate; inhibition, % at 8.3 µM; hit rate 0.13% among 370,000; AID 720508;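 active = inhibition above the mean of compounds falling within the control limits plus 3 SD of them, cut at about 14% in these data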;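 also: 0% = plate median of compound wells and 100% = 10 µM Aha-Tn7 peptide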
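system = human fibrin DD(E) protein | quantity = DD(E) 2 µM final | medium = Tris/NaCl/CaCl2 buffer, pH 7.8 | also added = labelled Tn7 tracer, 0.1 µM | compound dosing = single point at 8.3 µM | timing = compound with protein 10 min, then 3 h after probe, room temperature | signal = FP measurement | benchmarks = Aha-Tn7 high control | repeats = one replicate per compound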
MBD2 DNA inh – inhibitors of human MBD2 binding to methylated oligonucleotide; Q9UBB5; TR-FRET; inhibition, % at 4.4 µM; hit rate 0.31% among 370,000; AID 686964; in the data active = inhibition above about 13%
Target sequence (Q9UBB5 whole entry, looked up): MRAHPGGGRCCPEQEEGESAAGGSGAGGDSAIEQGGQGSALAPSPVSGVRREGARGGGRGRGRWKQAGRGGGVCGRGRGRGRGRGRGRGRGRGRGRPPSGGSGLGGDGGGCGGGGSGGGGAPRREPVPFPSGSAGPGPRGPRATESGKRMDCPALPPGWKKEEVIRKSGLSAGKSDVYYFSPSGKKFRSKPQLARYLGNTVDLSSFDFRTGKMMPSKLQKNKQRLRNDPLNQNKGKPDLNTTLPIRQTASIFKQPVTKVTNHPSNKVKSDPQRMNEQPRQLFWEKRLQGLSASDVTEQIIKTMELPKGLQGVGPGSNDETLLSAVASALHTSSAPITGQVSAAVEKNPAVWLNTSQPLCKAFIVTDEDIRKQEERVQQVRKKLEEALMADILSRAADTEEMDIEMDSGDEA
Tn6 DDE FP – inhibitors of Tn6 peptide binding to human fibrin DD(E); P02675; Fibrin DD(E) TRITC-Tn6 fluorescence polarization displacement; inhibition, % at 8.3 µM; hit rate 0.21% among 370,000;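 active = inhibition above a per-campaign cutoff: mean of compounds within control limits plus 3 SD, cut at about 15% in these data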;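 also: 0% = median of all compound wells on the plate and 100% = blocking peptide control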
LEDGF integ inh – blocks HIV-1 LEDGF/p75-dependent DNA integration | TR-FRET IN-LEDGF/p75 DNA integration, Eu/Cy5 | inhibition, % at 3.7 µM | hit rate 0.64% among 370,000 | AID 743269;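 active = inhibition above the screen-wide mean plus 3 SD, cut at about 13% in these data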;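 also: signal is the Cy5 over europium emission ratio at 671 and 618 nm; 0% = plate median of compound wells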
UHRF1 binding – human UHRF1 methylated DNA binding inhibitors; inhibition, % at 4.4 µM; UHRF1 binding to methylated oligo, TR-FRET; hit rate 0.75% among 370,000; in the data active = inhibition above about 21%;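 also: UHRF1 SRA domain binding a hemimethylated CpG hairpin DNA probe; 0% = median of test compound wells and 100% = reference inhibitor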
SIAE primary – human SIAE inhibition, primary screen; Q9HAT2; hit rate 0.69% among 370,000; SIAE FP-Rh probe binding, fluorescence polarization; AID 1053197; inhibition, % at 9.66 µM;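 active = inhibition above a cutoff: mean of compounds within the control limits plus 3 SD of those, cut at about 17% in these data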;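 also: 0% = plate median of compound wells and 100% = probe without SIAE protein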
PRMT1 inh – PRMT1 (human) inhibition, primary screen; recombinant PRMT1, activity-based probe fluorescence polarization; hit rate 1.3% among 370,000; Q99873; inhibition, % at 2.79 µM;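 active = inhibition above about 21% made by adding two undisclosed values, limit read from the data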
* marks the source's active call; other numbers are inactive results; & = joins results of further samples.

TDP2 absorb	proKLK7 act	TCR-CD3 inh	DDE Tn7 FP inh	MBD2 DNA inh	Tn6 DDE FP	LEDGF integ inh	UHRF1 binding	SIAE primary	PRMT1 inh	structure
6	-2.3	-6	1	-6	0	-1	-7	-11	-2	COc1ccc(CN(C)CC(=O)Nc2cc3oc4ccccc4c3cc2OC)c(OC)c1
0	35*	4	4	-7	-1	0	-2	-4	2	N=c1c(C(=O)NCC2CCCO2)cc2c(=O)n3ccccc3nc2n1C1CCCCC1 (centres undefined)
-8	0.0	-4	-6	1	4	-3	2	0	6	CC(=O)C1=C(O)C(=O)N(Cc2ccco2)C1c1ccccc1F (centres undefined)
0	-0.4	-1	3	-2	6	-2	5	0	-1	Cc1ccc(C(=O)NCC(=O)OCC(=O)Nc2ccc(Cl)cc2C(F)(F)F)cc1C
2	-0.1	-5	0	-5	0	-2	1	13	-1	C/C(=N\Nc1nc2ccccc2[nH]1)c1ccc([N+](=O)[O-])cc1
-8	-0.1	0	7	7	7	-3	1	3	6	Cc1nn(CC(C)C)c(Cl)c1C(=O)N(c1ccc(Cl)cc1F)S(C)(=O)=O
5	0.1	3	12	7	-5	-2	21*	1	0	Cc1ccc(NC(=O)/C(=C\c2cccnc2)NC(=O)c2ccccc2)cc1
-9	0.7	-7	3	3	-1	6	5	4	-4	CCC(C)(C)C(=O)Nc1cccc(Cl)c1C
12	-0.2	5	-4	-3	13	1	4	-2	-3	COc1ccc(Br)cc1S(=O)(=O)N(CC(=O)N1CCN(C)CC1)c1ccccc1
5	0.2	-1	8	3	0	-3	-2	-2	6	CC(C)c1nc(SCC(=O)Nc2ccc3c(c2)OCCO3)n[nH]1
-8	-0.2	-5	-3	1	2	0	5	4	0	Cc1ccc(CNCC(O)(c2ccccc2)c2ccc(F)cc2)cc1 (centres undefined)
10	0.4	4	1	-7	-4	1	1	5	3	COc1ccccc1CCNC(=O)c1ccc(OC)c(OC2CCN(C(C)C)CC2)c1
-7	0.5	-23	-5	-20	5	-9	-42	-59	-3	CN(C)c1ccc(/C=C2/C[N+](C)(C)C/C(=C/c3ccc(N(C)C)cc3)C2=O)cc1
7&-1	-0.2&-0.1	4&-6	0&4	3&-3	0&-3	0&1	2&4	7&7	75*	CCN(CC)c1ccc(SS(=O)(=O)O)cc1
-5	0.6	-8	4	11	-2	-2	1	1	2	CCCCN(CCCC)CCNC(=O)c1cn(CC)c2ccc(S(=O)(=O)N3CCCC3)cc2c1=O
4	-0.4	6	6	1	-2	0	0	-6	1	O=C(Nc1c2c(nn1-c1cccc(Cl)c1)CS(=O)(=O)C2)C1CC1
-12	0.6	0	-2	-1	6	-4	4	-5	3	O=S(=O)(Nc1cccc(CCc2ccccn2)c1)c1ccc(Cl)cc1
-8	30*	-1	2	-5	1	-1	-4	2	-3	Nc1c(C(=O)NCCN2CCOCC2)c2nc3ccccc3nc2n1-c1cccc(F)c1
6	0.2	-4	2	3	-3	-4	-1	-4	3	O=C(Nc1nc2ccccc2[nH]1)C1CC1
3	0.1	11	5	-3	2	2	0	0	-2	CC(=O)N1C(C(=O)O)Cc2c([nH]c3ccccc23)C1(C)C (centres undefined)
-9	1.2	-1	-4	1	-9	4	1	-6	-5	CCOc1ccc(CCN2C(=O)C(=O)N([C@@H](Cc3ccccc3)CN3CCC[C@H]3CN3C(=O)C(=O)NC[C@@H]3Cc3ccc(O)cc3)C[C@@H]2Cc2ccc(O)cc2)cc1
5	0.2	0	7	-6	7	-1	0	-1	0	O=C(Cc1ccccc1)NCc1ccc(F)cc1
-9	-0.2	5	1	6	10	-2	1	-1	6	Cc1nc2ccc(S(=O)(=O)NCC(=O)N(C)Cc3ccco3)cc2s1
0	0.1	-6	-5	6	-4	-3	-1	0	2	CSc1ccc(S(=O)(=O)N2CCN(Cc3ccc4c(c3)OCO4)CC2)cc1
-3	-0.3	-1	-7	0	5	2	1	0	1	O=C(Cc1ccc(Br)cc1)NCCN1CCOCC1

Given field by field: two of the compounds above.
Molecule: CC(=O)N1C(C(=O)O)Cc2c([nH]c3ccccc23)C1(C)C (centres undefined)
  TDP2 absorb: 3 | proKLK7 act: 0.1 | TCR-CD3 inh: 11 | DDE Tn7 FP inh: 5 | MBD2 DNA inh: -3 | Tn6 DDE FP: 2 | LEDGF integ inh: 2 | UHRF1 binding: 0 | SIAE primary: 0 | PRMT1 inh: -2
Molecule: COc1ccc(CN(C)CC(=O)Nc2cc3oc4ccccc4c3cc2OC)c(OC)c1
  TDP2 absorb: 6 | proKLK7 act: -2.3 | TCR-CD3 inh: -6 | DDE Tn7 FP inh: 1 | MBD2 DNA inh: -6 | Tn6 DDE FP: 0 | LEDGF integ inh: -1 | UHRF1 binding: -7 | SIAE primary: -11 | PRMT1 inh: -2

Next structures
TDP2 absorb	proKLK7 act	TCR-CD3 inh	DDE Tn7 FP inh	MBD2 DNA inh	Tn6 DDE FP	LEDGF integ inh	UHRF1 binding	SIAE primary	PRMT1 inh	structure
13	0.0	0	-5	-5	-2	1	-3	-11	1	N#Cc1c(-c2cccc([N+](=O)[O-])c2)nc2n(c1=O)CCS2
3	0.2	10	4	-5	6	0	0	-1	2	O=C(COC(=O)CC1CC2CCC1C2)Nc1ccc(F)cc1Cl (centres undefined)
-1	-0.1	0	1	3	2	0	1	3	-1	Cc1cc(-c2nn(-c3ccccc3F)cc2CN2CCC(O)CC2)c(C)s1
-3	-0.1	-5	3	5	-1	-7	0	4	7	CCOC(=O)C1=CCN(S(=O)(=O)c2ccccc2C)C1c1ccccc1 (centres undefined)
-3	0.1	-6	8	0	-7	-2	2	-2	0	O=C(NCc1ccco1)C1CCC(N2C(=O)C3C4CCC(C4)C3C2=O)CC1 (centres undefined)
-2	-0.1	2	5	-2	-11	-1	-1	10	-3	COc1ccc(NC(=O)Cn2c(=O)sc3ccccc32)c(OC)c1
-8	0.7	1	6	3	-3	-3	-1	-6	0	CCN(CC)S(=O)(=O)c1cc(NC(=O)C(=O)c2c(-c3ccccc3)cc3ccccn23)ccc1C
-4	0.2	3	-5	2	-10	2	3	-8	-5	CCCCOCC1CN(Cc2ccccc2OC)S(=O)(=O)c2cc(Cl)ccc2O1 (centres undefined)
4	0.5	3	-3	2	2	0	1	-3	-3	O=C1CCCC/C=C\C[C@H](CC(=O)N(CCO)Cc2ccccc2)C(=O)N2CCC[C@@H]2CO1
9	0.9	3	-7	1	-5	-3	4	4	3	c1ccc(Cn2ncc3c(N4CCCCC4)ncnc32)cc1
-14	0.1	4	-1	0	-2	4	0	-1	-2	Nc1nc(NC(=O)/C=C/c2ccccc2)nn1-c1ccccc1
-3	-0.3	1	-8	0	3	1	4	-3	0	CCN(C(=O)CSc1nnc(Nc2ccccc2C)s1)C1CCS(=O)(=O)C1 (centres undefined)
11	0.2	-7	1	-6	-6	0	-4	8	1	CN1CCN(C(=O)c2ccccc2NC(=O)c2ccc(C(C)(C)C)cc2)CC1
4	0.1	7	-1	0	-11	-1	-1	4	-1	Cc1cc(C)c2c(c1)cc(C)c1nnc(SCC(=O)Nc3cc(C)on3)n12
1	-0.1	0	6	-4	5	5	-2	1	-2	COc1ccc(NC(=O)c2ccc(C)o2)c([N+](=O)[O-])c1
1	0.3	-7	-9	2	5	0	-1	-2	1	c1ccc(-c2nnc(OCc3cccnc3)c3ccccc23)cc1
2	-0.6	6	-5	-7	-7	1	-4	0	1	O=[N+]([O-])c1cccc(COc2ccccc2CN2CCCCC2)c1
2	-0.5	0	-5	1	3	2	-1	8	7	CCc1nc(SCC(=O)c2cccc([N+](=O)[O-])c2)n[nH]1
-9	0.1	-4	-1	-2	-5	-6	3	-9	11	Cc1ccc(C(=O)OCC(=O)Nc2ncc(C(F)(F)F)cc2Cl)cc1NC(=O)c1ccco1
-5	0.9	-2	-7	2	0	2	0	0	8	O=C(CSc1ccc2nnc(-c3cccc(F)c3)n2n1)NCC1CCCO1 (centres undefined)
10	0.0	6	6	-2	9	-4	1	-1	-2	C=CCNC(=S)NNC(=O)c1ccc(Br)o1
6	47*	-2	-2	-14	2	-3	-13	-2	-2	O=c1cccc2n1Cc1cc3ccccc3nc1-2
5	-0.6	6	1	0	1	2	-2	0	1	CCOC(=O)COc1ccc2c(c1)c(C(=O)OCC)c(C)n2CC
3	0.2	7	4	-3	-1	2	-1	3	1	COc1ccc(NC(=S)NC(=O)/C=C/c2ccco2)cc1
4	0.1	11	6	-4	-1	-5	-1	5	0	COc1cc2c(cc1OC)C(Nn1cnnc1)=NC1(CCCC1)C2
-6	0.8	0	-6	1	-1	0	0	5	-3	CCN(CC(=O)Nc1c(F)cccc1F)C(=O)c1ccc(OC)c(S(=O)(=O)NC2CCCC2)c1
-11	0.1	-1	-3	4	5	-3	2	-2	5	COc1cc(COc2ccc(S(=O)(=O)N3CCOCC3)cc2[N+](=O)[O-])ccc1OC(F)F
-2	-0.8	-9	0	-3	3	0	-1	1	-3	O=P(O)(c1ccc(Cl)cc1)c1ccc(Cl)cc1
-4	0.0	6	1	-4	4	-1	0	-5	0	Cc1c(NC(=O)CSc2nc3ccccc3n2C)c(=O)n(-c2ccccc2)n1C
-2	0.2	5	-5	-1	7	-2	-3	1	1	Cc1nc2cc(NC(=O)N3CCCCC3)ccc2n1C
5	-0.3	2	-8	-1	-4	0	-2	1	0	O=C(COc1cccc2cccnc12)N/N=C/c1ccc(O)cc1
-1	0.1	-1	-2	1	-3	-1	-1	-2	-1	N=C1S/C(=C\c2ccccc2)C(=O)N1c1ccc(F)cc1

From PubChem
